GSH fluor: GSH bead compound fluorescence profile; GSH beads flow cytometry, compound fluorescence 488/530 nm; active compounds read high; 190,000 compounds, 0.25% hits; fluorescence (KMESF) at 10 µM; in the data active = fluorescence above about 89;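 note: glutathione beads carrying GST-tagged Bcl family fusion proteins plus one bare bead set; values are compound well signal with DMSO vehicle wells as background; inactives centre near 16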
Bcl-XL Bim block: disrupts Bim peptide binding to human Bcl-XL; Q07817; bead flow cytometry, fluorescence; inhibition, % at 10 µM; 190,000 compounds, 0.04% hits; AID 1007
Target sequence (Q07817 whole entry, looked up): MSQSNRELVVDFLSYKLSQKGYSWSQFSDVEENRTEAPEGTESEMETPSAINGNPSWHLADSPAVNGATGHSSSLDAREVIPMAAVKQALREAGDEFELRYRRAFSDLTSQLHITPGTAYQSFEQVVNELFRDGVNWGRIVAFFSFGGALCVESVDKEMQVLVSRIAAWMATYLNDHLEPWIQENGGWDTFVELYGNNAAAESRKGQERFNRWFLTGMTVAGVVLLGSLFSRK
Bcl-W Bim block: human Bim-Bcl-W interaction inhibition; Q92843; bead-based flow cytometry, Bim peptide-Bcl-W binding; inhibition, % at 10 µM; 190,000 compounds, 0.02% hits; AID 952;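 note: 0% = bound tracer without compound and 100% = peptide blocker; higher means less fluorescent Bim peptide bound to Bcl-W beads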
Bcl-B Bim block: human Bim-Bcl-B interaction inhibition | Q9HD36 | bead-based flow cytometry, Bim peptide-Bcl-B binding | inhibition, % at 10 µM | 190,000 compounds, 0.073% hits;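 note: 0% = tracer peptide without compound and 100% = reference inhibitor peptide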
RGS4-Gao reg: human RGS4-Galphao interaction regulation. P09471. Multiplexed bead flow cytometry, RGS4-Galphao binding; actives lie on both sides. binding response (% of control), % at 10 µM. 220,000 compounds, 0.33% hits. AID 1415; in the data active = binding response below about 49% or above about 150%; inactive = in between;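 note: fluorescent Galphao activated with aluminum fluoride binding bead-coupled RGS4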
Target sequence (P09471 whole entry, looked up): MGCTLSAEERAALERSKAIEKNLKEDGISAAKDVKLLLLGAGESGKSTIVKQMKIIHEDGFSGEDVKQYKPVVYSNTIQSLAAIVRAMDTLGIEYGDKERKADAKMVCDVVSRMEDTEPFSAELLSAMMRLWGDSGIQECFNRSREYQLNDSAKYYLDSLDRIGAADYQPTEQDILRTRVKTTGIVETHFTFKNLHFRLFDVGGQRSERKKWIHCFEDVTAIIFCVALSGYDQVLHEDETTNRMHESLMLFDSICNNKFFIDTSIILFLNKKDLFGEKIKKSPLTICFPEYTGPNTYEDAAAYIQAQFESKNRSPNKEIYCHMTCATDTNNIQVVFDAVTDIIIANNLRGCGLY
RGS8-Gao reg: regulators of human RGS8-Galphao interaction. P09471. 220,000 compounds, 0.34% hits. response (percent of control binding), % at 10 µM. multiplexed bead flow cytometry, RGS8-Galphao binding; actives lie on both sides; in the data active = response below about 60% or above about 140%; inactive = in between;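 note: Galphao activated as the GDP aluminium fluoride complex binding bead-coupled RGS8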
RGS7-Gao reg: human RGS7-Galphao interaction regulation; binding response (% of control), % at 10 µM; Multiplexed bead flow cytometry, RGS7-Galphao binding; actives lie on both sides; 220,000 compounds, 0.35% hits; P09471; in the data active = binding response below about 49% or above about 150%; inconclusive = no clear call, values can overlap the other calls; inactive = in between;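 note: fluorescent Galphao held in activated GDP-AlF4 state binding bead-coupled RGS7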
Bim-Bcl-2: inhibitors of Bim-Bcl-2 interaction, human | 190,000 compounds, 0.06% hits | inhibition, % at 10 µM | Bead-based flow cytometry, Bim peptide-Bcl-2 binding; in the data active = inhibition above about 40%; inconclusive = no clear call, values can overlap the other calls;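 note: 0% = no compound wells with probe peptide and 100% = reference peptide inhibitor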
Mcl-1 Bim block: disrupts Bim peptide binding to human Mcl-1; inhibition, % at 10 µM; 190,000 compounds, 0.1% hits; Bead-based flow cytometry, Bim peptide-Mcl-1 binding; AID 1009;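 note: 0% = no compound tracer wells and 100% = peptide blocker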
Target sequence (Q07820 whole entry, looked up): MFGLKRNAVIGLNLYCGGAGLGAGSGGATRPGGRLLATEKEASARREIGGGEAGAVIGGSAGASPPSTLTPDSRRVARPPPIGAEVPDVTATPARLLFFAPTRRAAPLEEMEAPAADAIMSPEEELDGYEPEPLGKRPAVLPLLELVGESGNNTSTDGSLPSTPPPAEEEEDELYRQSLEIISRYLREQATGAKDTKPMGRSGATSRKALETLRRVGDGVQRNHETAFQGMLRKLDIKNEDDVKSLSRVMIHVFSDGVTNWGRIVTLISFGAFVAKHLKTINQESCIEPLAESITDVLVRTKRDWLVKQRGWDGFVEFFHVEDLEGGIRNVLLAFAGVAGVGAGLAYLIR
Bim-Bfl-1: disrupts Bim binding to human Bfl-1; inhibition, % at 10 µM; Bead-based flow cytometry, Bim-Bfl-1 binding inhibition; Q16548; 190,000 compounds, 0.12% hits;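 note: 0% = wells without compound plus tracer and 100% = blocker peptide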
Mcl1 Bid PPI: disrupts binding of human Mcl-1 to Bid peptide. AID 1021. inhibition, % at 21.7 µM. 220,000 compounds, 0.97% hits. TR-FRET Mcl-1/Bid-Dy647 peptide binding, 1536-well;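 active = compounds that cut the binding signal by more than half at the single screening dose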;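 note: His-tagged Mcl-1 with europium anti-His antibody binding Bid BH3 peptide; 0% = Mcl-1 plus peptide wells and 100% = peptide-only wells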
An asterisk follows results filed as active; ? = inconclusive. Cut-off read from the data, not from the text of the source, unless noted: active = inhibition above about 40%.

SMILES	GSH fluor	Bcl-XL Bim block	Bcl-W Bim block	Bcl-B Bim block	RGS4-Gao reg	RGS8-Gao reg	RGS7-Gao reg	Bim-Bcl-2	Mcl-1 Bim block	Bim-Bfl-1	Mcl1 Bid PPI
Cn1c(=O)c2c(nc(Br)n2CCCc2ccccc2)n(C)c1=O	21	-3	-2	-2	100	99	101	-4	-3	0	-9
CCSCCOC(=O)C1=C(C)N(C)C(=O)NC1c1cc(OC)ccc1OC (stereo not drawn)	24	-2	-3	1	101	100	101	-4	0	-3	-23
CC1CCN(S(=O)(=O)c2ccc3c(c2)c(=O)c(C(=O)NCc2ccco2)cn3C)CC1	25	-1	-2	-6	103	100	105	0	-2	1	9
FC(F)(F)c1cccc(NC(=S)N2CCN(c3ccccc3)CC2)c1	22	-1	0	-1	100	99	102	0	-2	0	-37
O=C(CSC1=NCCS1)Nc1nc2ccccc2s1	16	-4	-2	-6	97	100	96	-3	-2	-2	-5
Cc1cccc(Nc2c(-c3ccc(O)cc3)nc3ncccn23)c1	11	-1	-1	1	97	99	97	-1	22	-2	-26
CC(C)=CCN1CCN(Cc2cn[nH]c2C2CCCCC2)CC1CCO (stereo not drawn)	11	0	-1	-4	100	99	107	-3	0	-4	-9
CCOc1ccc(CCNC(=O)C2CCN(S(=O)(=O)N3CCC(C)CC3)CC2)cc1OCC	32	-3	-4	-10	97	101	95	-4	-6	0	-2
CN(C)C=NCCn1c(N2CCOCC2)nc2c1c(=O)n(C)c(=O)n2C	47	-4	0	-7	102	101	104	-5	0	-12	-42
COc1ccc(CNC(=O)C(c2ccncc2)N(C(=O)Cc2cccs2)c2ccccc2C)cc1 (stereo not drawn)	31	5	-1	-11	105	102	104	-11	33	-10	-1
O=S(=O)(NCc1csc(-c2ccccc2)n1)c1ccc(Cl)s1	14	-7	-8	-11	98	100	102	-3	-3	-4	-9
CCCN1C(=O)/C(=C/c2ccc(C)o2)SC1=Nc1ccc(OC)cc1	9	-2	-1	-4	96	97	95	-1	-4	7	12
Cc1cc(Cl)ccc1NC(=S)Nc1ccccn1	19	-12	-9	-13	101	102	103	-9	-5	-12	-55
COc1cc(/C=N/Nc2nc(Nc3ccccc3)nc(N3CCCCC3)n2)ccc1OCC(=O)O	29	-2	0	-4	101	105	99	3	0	-2	-2
CCOC(=O)CSc1ccc2nnc(-c3cccnc3)n2n1	22	5	1	4	106	107	105	-1	4	2	-19
CCCN(CC(=O)Nc1ccc(Cl)cc1Cl)Cc1cc(=O)n2ccsc2n1	12	-1	-2	-2	101	104	98	-4	0	-6	-31
O=C(Nc1ccc(Cl)c(-c2nc3ccccc3[nH]2)c1)c1ccc2c(c1)OCO2	9	0	-1	-4	107	136	103	-4	5	0	8
O=C(/C=C/c1cccc([N+](=O)[O-])c1)NCC1CCCO1 (stereo not drawn)	59	-8	0	0	95	89	95	0	0	1	-22
CC(C)(C)C(=O)Nc1ccc(C(=O)OC2CCCCC2)cc1	49	-9	-3	0	93	102	91	0	0	0	-1
Cc1sc(NC(=O)c2ccco2)c(CN2CCC(C)CC2)c1C	15	1	1	0	101	103	100	2	1	1	-36
COc1ccccc1NS(=O)(=O)c1cccc(C(=O)N/N=C/c2c(C)nn(-c3ccccc3)c2N2CCCC2)c1	23	-2	1	0	99	86	96	4	-1	0	-39
CCOC(=O)c1sc(NC(=O)CSc2nnc(C(C)C)n2CC)nc1C	28	-24	-4	-10	101	100	103	-6	-4	-10	9
N=c1c2c(n(Cc3ccc(Cl)c(Cl)c3)c3c1CCC3)CCCC2	18	-7	-3	-3	106	105	104	-10	0	-15	-30
CCCC(C(=O)N1CCOCC1)N1C(=O)C2C3C=CC(C3)C2C1=O (stereo not drawn)	34	-6	-4	-8	101	102	103	-7	-2	-17	-14

Full records, quoted from the list. Order of screens: GSH fluor, Bcl-XL Bim block, Bcl-W Bim block, Bcl-B Bim block, RGS4-Gao reg, RGS8-Gao reg, RGS7-Gao reg, Bim-Bcl-2, Mcl-1 Bim block, Bim-Bfl-1, Mcl1 Bid PPI
Results for `CCCC(C(=O)N1CCOCC1)N1C(=O)C2C3C=CC(C3)C2C1=O` (stereo not drawn) : 34, -6, -4, -8, 101, 102, 103, -7, -2, -17, -14
Results for `COc1ccccc1NS(=O)(=O)c1cccc(C(=O)N/N=C/c2c(C)nn(-c3ccccc3)c2N2CCCC2)c1` : 23, -2, 1, 0, 99, 86, 96, 4, -1, 0, -39

Next section
SMILES	GSH fluor	Bcl-XL Bim block	Bcl-W Bim block	Bcl-B Bim block	RGS4-Gao reg	RGS8-Gao reg	RGS7-Gao reg	Bim-Bcl-2	Mcl-1 Bim block	Bim-Bfl-1	Mcl1 Bid PPI
CS(=O)(=O)N(CC(=O)N1CCCCCC1)c1cccc(Br)c1	14	-1	2	-2	107	101	108	-2	1	-10	-31
Cc1cc(C)cc(NC(=S)NC2CC3CCCC(C2)N3C2CC2)c1 (stereo not drawn)	10	-2	-1	-3	100	99	?	-2	-1	-4	-86
Cc1cccc(Cc2cnc(NC(=O)C3=NCCN3)s2)c1	8	0	-1	-8	95	97	95	-1	-1	-7	-17
CCn1cc(C(=O)NCc2ccco2)c(=O)c2cc(F)c(N3CCN(C(=O)c4ccco4)CC3)cc21	22	0	2	-1	101	103	100	-1	0	3	-31
Cc1ccc(-c2nnc(SCC(=O)NC3CCCc4ccccc43)n2N)cc1 (stereo not drawn)	13	-5	-3	-6	99	105	102	-4	-2	-13	-20
O=C1CCCC(O)=C1C1C2=C(CCCC2=O)OC2=C1C(=O)CCC2	15	-4	0	-1	106	107	104	-1	-1	-7	-16
NC(=O)CCC(=O)N1CCCC(C(=O)c2ccc3c4c(cccc24)CC3)C1 (stereo not drawn)	13	0	0	-7	101	101	99	0	-1	-5	-2
O=C(COC(=O)c1cnccn1)c1ccc2c(c1)CCCC2	7	-2	2	0	99	101	99	-6	1	-9	-13
CCc1ccc(C(=O)COC(=O)C(Cc2ccccc2)NC(=O)c2ccc(Cl)cc2)cc1 (stereo not drawn)	21	-3	-1	0	97	101	99	-2	-1	-4	-6
CC(=O)CCc1ccc(OC(=O)c2cccnc2)cc1	25	-5	-2	-6	102	101	98	-13	-3	-15	0
Cc1ccc(N/C=C(/C#N)c2ccsc2)cc1C	34	-8	-2	-10	102	98	101	-12	-6	-14	-32
Cc1ccc(S(=O)(=O)N2CCN(CCC#N)CC2)cc1	12	-1	0	-1	103	103	101	0	-3	-5	29
O=C(Nc1ccc(F)cc1F)N1CCC(c2nc3ccccc3o2)CC1	17	-4	-1	-7	100	96	98	-7	2	-4	-26
Cc1ccc(/C(N)=N/OC(=O)c2cccc(F)c2)cc1	37	-23	1	-6	111	109	102	-7	0	-12	-4
O=C(OCC(=O)N1CCN(C(=O)c2ccco2)CC1)c1cc(-c2ccc(F)cc2)nc2ccccc12	11	0	-3	3	100	101	100	0	-1	1	-4
COc1ccc(Br)cc1C(=O)NCc1cccnc1	45	-3	0	-5	99	98	100	-5	0	-3	-7
C#CCNc1nc(C(C)C)nc2c1nnn2Cc1ccccc1F	54	11	3	-8	106	102	102	-9	0	-12	-19
O=C(O)/C=C/c1ccc2c(-c3ccccc3)onc2c1	6	-1	0	1	95	89	92	2	0	0	-35
Cc1cc(C)n(-c2nc(O)cc(=O)[nH]2)n1	12	-7	-5	-7	105	103	103	-4	-3	-5	-3
Cc1cc(C(=O)CSc2nnc(-c3cccnc3)n2-c2ccccc2F)c(C)n1CC1CCCO1 (stereo not drawn)	42	-6	0	-6	97	98	96	-6	-2	-11	0
O=C(/C(C=Nc1ccc(F)cc1)=C(/O)c1ccco1)C(F)(F)F	18	-1	-2	0	100	84	96	0	0	3	-27
O=C(Nc1nnc(CSCc2ccccc2F)s1)c1cccc([N+](=O)[O-])c1	6	0	0	0	102	88	102	1	1	1	2
CCOc1ccccc1NC(=O)Cc1coc2cc(C)ccc12	10	-6	0	-9	100	100	100	-9	-4	-11	-3
CN(C)Cc1nc2ccccc2c(=O)n1Cc1nc(-c2cccc([N+](=O)[O-])c2)cs1	13	3	2	10	103	100	104	4	1	7	-1

As a working copy, part of the list above:
SMILES	GSH fluor	Bcl-XL Bim block	Bcl-W Bim block	Bcl-B Bim block	RGS4-Gao reg	RGS8-Gao reg	RGS7-Gao reg	Bim-Bcl-2	Mcl-1 Bim block	Bim-Bfl-1	Mcl1 Bid PPI
Cc1ccc(N/C=C(/C#N)c2ccsc2)cc1C	34	-8	-2	-10	102	98	101	-12	-6	-14	-32
Cc1ccc(S(=O)(=O)N2CCN(CCC#N)CC2)cc1	12	-1	0	-1	103	103	101	0	-3	-5	29
O=C(Nc1ccc(F)cc1F)N1CCC(c2nc3ccccc3o2)CC1	17	-4	-1	-7	100	96	98	-7	2	-4	-26
Cc1ccc(/C(N)=N/OC(=O)c2cccc(F)c2)cc1	37	-23	1	-6	111	109	102	-7	0	-12	-4
O=C(OCC(=O)N1CCN(C(=O)c2ccco2)CC1)c1cc(-c2ccc(F)cc2)nc2ccccc12	11	0	-3	3	100	101	100	0	-1	1	-4
COc1ccc(Br)cc1C(=O)NCc1cccnc1	45	-3	0	-5	99	98	100	-5	0	-3	-7
C#CCNc1nc(C(C)C)nc2c1nnn2Cc1ccccc1F	54	11	3	-8	106	102	102	-9	0	-12	-19
O=C(O)/C=C/c1ccc2c(-c3ccccc3)onc2c1	6	-1	0	1	95	89	92	2	0	0	-35
Cc1cc(C)n(-c2nc(O)cc(=O)[nH]2)n1	12	-7	-5	-7	105	103	103	-4	-3	-5	-3
Cc1cc(C(=O)CSc2nnc(-c3cccnc3)n2-c2ccccc2F)c(C)n1CC1CCCO1 (stereo not drawn)	42	-6	0	-6	97	98	96	-6	-2	-11	0
O=C(/C(C=Nc1ccc(F)cc1)=C(/O)c1ccco1)C(F)(F)F	18	-1	-2	0	100	84	96	0	0	3	-27
O=C(Nc1nnc(CSCc2ccccc2F)s1)c1cccc([N+](=O)[O-])c1	6	0	0	0	102	88	102	1	1	1	2
CCOc1ccccc1NC(=O)Cc1coc2cc(C)ccc12	10	-6	0	-9	100	100	100	-9	-4	-11	-3
CN(C)Cc1nc2ccccc2c(=O)n1Cc1nc(-c2cccc([N+](=O)[O-])c2)cs1	13	3	2	10	103	100	104	4	1	7	-1

(cont.)
SMILES	GSH fluor	Bcl-XL Bim block	Bcl-W Bim block	Bcl-B Bim block	RGS4-Gao reg	RGS8-Gao reg	RGS7-Gao reg	Bim-Bcl-2	Mcl-1 Bim block	Bim-Bfl-1	Mcl1 Bid PPI
CC(C)(C)Nc1nc(Cl)nc(N(C#N)CN2C(=O)c3ccccc3S2(=O)=O)n1	15	0	-3	-7	101	102	101	-1	-3	-2	-21
Cc1cn2c(nc(=O)c3cccnc32)s1	1	12	5	7	98	99	95	-1	2	0	0
Cc1ccc(C(=O)Nc2ccc(N3CCN(C(=O)c4ccco4)CC3)cc2)cc1	12	1	0	-3	97	102	100	2	0	-5	-26
Cc1ccc(S(=O)(=O)N(C)CC(=O)Nc2ccncc2)cc1	41	-7	4	-8	103	100	103	-8	-3	-13	15
CC(=O)Nc1ccc(C(=O)N/N=C/c2cccnc2)cc1	11	0	0	-2	100	101	100	-4	0	-12	-13
CN(C)S(=O)(=O)c1ccc(Oc2ccc(S(=O)(=O)N(C)C)cc2)cc1	27	-5	0	-12	98	100	103	-7	-2	-12	39
